Screening data (PubChem)
Mdm2 MdmX PPI: disrupts the human Mdm2-MdmX interaction | AID 485346 | 330,000 tested, 3% active | O15151+Q00987 | inhibition, % at 8 µM | SaOS-2 split-luciferase Mdm2/MdmX complementation, luminescence;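 active means inhibition of at least 50% at 8 µM in the primary screen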
Target sequence (O15151 whole entry, looked up): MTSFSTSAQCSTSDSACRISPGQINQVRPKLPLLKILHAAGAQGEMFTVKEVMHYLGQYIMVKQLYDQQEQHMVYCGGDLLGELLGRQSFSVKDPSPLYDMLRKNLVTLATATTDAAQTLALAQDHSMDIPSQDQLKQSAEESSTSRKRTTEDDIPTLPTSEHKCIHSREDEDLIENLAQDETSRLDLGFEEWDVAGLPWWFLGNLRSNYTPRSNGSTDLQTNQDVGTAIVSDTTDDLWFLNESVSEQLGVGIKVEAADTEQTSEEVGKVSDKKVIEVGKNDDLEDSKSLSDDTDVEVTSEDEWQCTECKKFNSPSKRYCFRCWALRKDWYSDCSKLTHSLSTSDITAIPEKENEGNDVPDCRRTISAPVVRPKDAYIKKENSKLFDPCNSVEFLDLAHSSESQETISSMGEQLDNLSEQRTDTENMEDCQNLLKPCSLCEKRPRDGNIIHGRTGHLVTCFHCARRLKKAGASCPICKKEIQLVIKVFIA
Target sequence (Q00987 whole entry, looked up): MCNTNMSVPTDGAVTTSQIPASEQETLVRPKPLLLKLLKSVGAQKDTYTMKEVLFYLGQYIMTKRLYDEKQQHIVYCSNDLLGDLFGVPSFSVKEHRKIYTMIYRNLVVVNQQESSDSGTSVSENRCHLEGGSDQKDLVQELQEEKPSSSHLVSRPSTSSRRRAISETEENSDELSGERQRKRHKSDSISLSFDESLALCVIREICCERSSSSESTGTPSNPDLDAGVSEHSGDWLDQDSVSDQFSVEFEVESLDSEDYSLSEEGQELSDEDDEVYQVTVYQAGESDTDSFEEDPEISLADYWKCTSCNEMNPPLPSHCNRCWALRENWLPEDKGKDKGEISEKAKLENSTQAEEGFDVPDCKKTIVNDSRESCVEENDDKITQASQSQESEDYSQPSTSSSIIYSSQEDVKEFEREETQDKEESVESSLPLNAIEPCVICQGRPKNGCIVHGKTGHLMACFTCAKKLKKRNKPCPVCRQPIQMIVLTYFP
APJ antagonist: APJ receptor antagonism | 330,000 tested, 0.32% active | CHO-K1 APJ beta-arrestin complementation, luminescence | AID 2521 | P35414 | inhibition, % at 20 µM;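 active means inhibition above about 40% at 20 µM, limit read from the data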;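 further: cells challenged with 10 nM apelin-13 agonist together with compound; plate controls were apelin-13 plus DMSO wells for no effect and DMSO wells lacking apelin-13 for full effect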
tim23-1 inh: tim23-1 yeast growth inhibition | S. cerevisiae tim23-1 growth, BacTiter-Glo luminescence, 24 h | inhibition, % at 20 µM | 330,000 tested, 1.3% active;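 active means growth inhibition of the mutant yeast at or above 50%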;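 further: temperature-sensitive mutant grown at 25 °C; plate controls were DMSO-treated mutant yeast for no effect and medium wells lacking yeast for full effect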
UPR XBP1 act: adaptive UPR (XBP1) activation; CHO-XBP1 luciferase reporter, IRE1-XBP1 UPR activation, luminescence; percent of tunicamycin response, DMSO as zero; activation, % at 20 µM; 330,000 tested, 0.33% active; AID 463104;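 active means versus positive control, 20 µM dose yields 30% or more activation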;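 further: 100% = tunicamycin at 10 µg/mL and 0% = DMSO only wells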
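Material – CHO cell line with stable XBP1 luciferase reporter · Buffer or medium – F12 plus 10% FBS · Compound – single point, 20 µM final compound, 1% DMSO · Schedule – 16-18 h cell attachment at 37 °C, then 6 h compound exposure · Signal – Steady-Glo luminescence read · Benchmarks – high control tunicamycin 10 µg/mL final, low control DMSO vehicle only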
697 NFkB inh: inhibitors of the PMA/ionomycin-induced NF-kB reporter in 697 B cells; 697 B-cell NF-kB luciferase reporter, 16 h; inhibition, % at 4 µM; 330,000 tested, 0.33% active; AID 435022; in the data active means inhibition above about 35%
UPR CHOP act: activators of apoptotic arm of unfolded protein response (CHOP); CHO-CHOP luciferase reporter, UPR activation, luminescence; percent of tunicamycin response over DMSO baseline; activation, % at 10 µM; 330,000 tested, 0.34% active;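 active means at 10 µM dose, activation of 40% or more, normalized to positive control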;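 further: 100% = tunicamycin at 10 µg/mL and 0% = DMSO alone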
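Dosing – one dose, 10 µM in 0.5% DMSO · System – CHO-CHOP cells, stable luciferase reporter of PERK-eIF2a-CHOP signalling · Input – 500 cells/well · Control set – tunicamycin 10 µg/mL final as positive, DMSO-only wells as negative · Timing – 6 h compound treatment, 37 °C · Measure – % activation vs tunicamycin · Technique – luminescence read with Steady-Glo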
Jurkat NFkB inh: lowers PMA/ionomycin-induced NF-kB signal in Jurkat cells; PMA/ionomycin-induced NF-kB luciferase reporter, luminescence; AID 435003; inhibition, % at 4 µM; 330,000 tested, 0.53% active; in the data active means inhibition above about 50%
APJ ag: agonists of human APJ apelin receptor; P35414; CHO-K1 APJ PathHunter beta-arrestin, luminescence; 0% DMSO wells, 100% apelin; activation, % at 20 µM; 330,000 tested, 0.11% active; AID 2520;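 active means activation more than six SD over the plate average, tested at 20 µM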;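 further: 0% = DMSO alone and 100% = apelin-13 at 10 nM; some results filed as inactive read as strong as hits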
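Test system: CHO-K1 APJ beta-arrestin complementation cell line. Amount: cell density 1000 per well. Controls: DMSO negative, 10 nM Apelin-13 positive. Signal: luminescent beta-gal fragment complementation, chemiluminescent substrate. Read-out basis: agonist-driven arrestin binding to APJ. Timing: compound stimulation 90 min at 25 °C, detection 60 min.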
* marks the source's active call; other numbers are inactive results.

structure | Mdm2 MdmX PPI | Jurkat NFkB inh | UPR XBP1 act | APJ ag | APJ antagonist | UPR CHOP act | 697 NFkB inh | tim23-1 inh
CCCCc1nc2c(=O)[nH]c3ccccc3c2o1 | 7 | -9 | 3 | -2 | 19 | 6.0 | -4 | 14
O=C(NCCc1ccc(F)cc1)Nc1ccc([N+](=O)[O-])cc1 | -1 | -7 | 1 | -5 | -3 | 0.9 | -13 | 36
Nc1c(-c2ccsc2)cnc2ncnn12 | -16 | 2 | 4 | 0 | 0 | -1.2 | 1 | 7
C=CCNc1sc(C(=O)c2ccc(Br)s2)c(N)c1C#N | 18 | 18 | -3 | -4 | 18 | -0.5 | 7 | -16
COc1ccc(CCNC(=O)C2CC(=O)N(c3ccc(F)cc3)C2)cc1OC (stereo not drawn) | -25 | -2 | 1 | -1 | -9 | 0.3 | 18 | -7
CC(C)(O)C#Cc1ccc(C(=O)N2CCN(c3ccc([N+](=O)[O-])cc3)CC2)cc1 | 3 | 9 | 1 | -2 | -15 | -1.7 | -50 | 4
COc1ccc(CC(=O)N/N=C/c2cccnc2)cc1OC | 14 | 1 | -4 | 2 | 4 | 0.3 | -9 | -14
COc1ccc(/C=C(/C#N)C(=O)Nc2cc(C)ccc2C)cc1C(=O)O | 6 | -9 | 1 | 3 | -8 | 2.3 | 5 | 8
O=C(Nc1ccccc1Br)c1cc[n+]([O-])cc1 | -5 | 2 | -1 | -1 | 15 | 0.9 | -5 | -4
COc1ccc(NC(=O)Nc2ccc3[nH]ccc3c2)cc1 | -29 | -93 | 2 | 1 | -1 | 3.7 | -84 | -5
O=C(Cn1c(COc2ccccc2)nc2ccccc21)Nc1cc(Cl)ccc1Cl | 89* | -1 | 4 | -2 | -3 | 3.4 | 9 | -18
CC(C)(C)NC(=O)C(c1ccccn1)N(C(=O)C1CSC(=O)C1)c1cccc(F)c1 (stereo not drawn) | -6 | 1 | 2 | -3 | 8 | 0.7 | 21 | 7
O=C(CSc1nnc(-c2c[nH]c3ccccc23)o1)N1CCCCC1 | -22 | -29 | -2 | -2 | 18 | 2.8 | -24 | 20
O=C(O)CCC(=O)NC(c1ccccc1)c1ccccc1 | -5 | -2 | -2 | 1 | 0 | 1.2 | 2 | 1
Cc1ccc(C(C)C)c(OCc2ccc(C(=O)N/N=C/c3ccc(C(=O)O)cc3)cc2)c1 | 39 | -7 | -1 | -2 | -5 | -0.8 | -3 | 9
Cn1nnnc1SCc1nnc(-c2ccc(F)cc2)o1 | 1 | -16 | 3 | 2 | 19 | -0.1 | 0 | -4
Cc1ccc(-n2c(N)c(C(=O)Nc3c(C)n(C)n(-c4ccccc4)c3=O)c3nc4ccccc4nc32)cc1C | 51* | 16 | 0 | 6 | 6 | 8.1 | 3 | 15
FC(F)(F)c1cccc(NC(=S)N2CCN(c3ccccc3)CC2)c1 | 4 | 5 | -5 | -3 | 3 | 3.3 | 12 | 7
C=CCn1c(O)c(N=NC(=O)CNC(=O)c2cccs2)c2ccccc21 | 1 | -6 | 0 | 1 | 20 | -2.1 | -2 | 2
CCCCNC(=O)c1onc(CSc2cc(C)ccc2C)c1C(=O)O | -27 | 35 | 3 | 3 | 15 | 0.3 | 24 | 11
CCC(=O)NC(=S)Nc1ccc(NC(=O)CC)cc1 | -6 | 6 | 1 | 0 | -12 | 2.0 | 10 | 20
CCCN(CCO)Cc1ccc(Cl)c(Cl)c1 | 16 | 17 | -3 | -4 | 4 | -0.1 | 16 | -6
CCS(=O)(=O)c1ccc(C(=O)Nc2ccccc2OC)c(Cl)c1Cl | -4 | -5 | 0 | -3 | -11 | 2.4 | 6 | 14
CCOC(=O)C1CCCN(C(=O)c2ccc(-c3ccc([N+](=O)[O-])cc3)o2)C1 (stereo not drawn) | 4 | 5 | -3 | 6 | -44 | 3.6 | -7 | 46
COc1ccc(C2CC(=O)C(C=NCCO)=C(O)C2)cc1 (stereo not drawn) | 27 | -6 | 0 | 1 | -5 | 6.1 | 0 | -6
CN(C)S(=O)(=O)c1cc([N+](=O)[O-])ccc1N1CCCCCC1 | -6 | -14 | -1 | -5 | -1 | 0.2 | -19 | 29
Cc1ccc(NCc2n[nH]c(=S)n2-c2cccc(Cl)c2)cc1 | -2 | 1 | -1 | -2 | -8 | -1.4 | 7 | 20
O=[N+]([O-])c1ccc(/C=N/Nc2cc(Cl)nc(-c3ccccc3)n2)cc1 | 31 | 3 | 9 | 12 | -91 | 5.4 | 2 | -5
CCC(C(=O)NCCCN1CCN(C)CC1)n1nc(C)c2sc3ccccc3c2c1=O (stereo not drawn) | 7 | -17 | -2 | -1 | -9 | -1.2 | 6 | -15
Cn1nc(C(=O)NCc2cccc(Cl)c2)c2c1-c1ccccc1S(=O)(=O)C2 | 19 | -2 | -1 | -5 | 4 | 1.7 | 2 | 0
O=C(NNC(=O)c1ccco1)c1cccc([N+](=O)[O-])c1 | 14 | -14 | 3 | -7 | -7 | 0.9 | -17 | 6
CS(=O)(=O)Nc1ccc(S(=O)(=O)N2CCOCC2)cc1 | -10 | -3 | -4 | -2 | -34 | -4.1 | 2 | 5

Molecules from the list above that have an aryl thioether with sulfur outside any ring:
structure | Mdm2 MdmX PPI | Jurkat NFkB inh | UPR XBP1 act | APJ ag | APJ antagonist | UPR CHOP act | 697 NFkB inh | tim23-1 inh
O=C(CSc1nnc(-c2c[nH]c3ccccc23)o1)N1CCCCC1 | -22 | -29 | -2 | -2 | 18 | 2.8 | -24 | 20
Cn1nnnc1SCc1nnc(-c2ccc(F)cc2)o1 | 1 | -16 | 3 | 2 | 19 | -0.1 | 0 | -4
CCCCNC(=O)c1onc(CSc2cc(C)ccc2C)c1C(=O)O | -27 | 35 | 3 | 3 | 15 | 0.3 | 24 | 11

(more compounds)
structure | Mdm2 MdmX PPI | Jurkat NFkB inh | UPR XBP1 act | APJ ag | APJ antagonist | UPR CHOP act | 697 NFkB inh | tim23-1 inh
CCN1C(=NCc2ccc(OC)cc2)N[C@@H](CCc2ccccc2)[C@H](C(=O)NCc2ccc(OC)cc2)[C@H]1C | 14 | 16 | -4 | -4 | -58 | -0.7 | 0 | 8
Fc1ccc(-c2nc3c(Cl)cc(C(F)(F)F)cn3c2Cl)cc1 | -31 | -58 | 2 | -3 | -14 | 3.9 | -72 | -14
COc1ccc(N=C2SC(CC(=O)Nc3ccccc3)C(=O)N2CCN2CCOCC2)cc1 (stereo not drawn) | -8 | -4 | -1 | -2 | 1 | -2.0 | 17 | 2
CC(=O)c1cccc(-n2c(CCC(=O)O)ccc2-c2ccc(C)cc2)c1 | 11 | 10 | 7 | -2 | -8 | 0.1 | -9 | 12
COc1cc(NS(=O)(=O)c2ccc(NC(=O)c3ccco3)cc2)nc(OC)n1 | 5 | 11 | -2 | 2 | 10 | 0.3 | 12 | 6
Cc1ccc(NC(=O)CN(C)CC(=O)Nc2ccc(N3CCOCC3)cc2)cc1F | 14 | -3 | 1 | -2 | 7 | -0.4 | 10 | 16
CCCCN(C)C(=O)CS(=O)(=O)Cc1nc(-c2cccc(OC)c2)oc1C | 30 | 6 | 0 | -3 | -10 | 0.6 | 8 | 8
COc1cccc(NC(=O)COC(=O)C2CCCCC2)c1 | -10 | -195 | 2 | -2 | -4 | 6.1 | 7 | 18
COc1ccccc1-n1c(-c2ccc(NS(C)(=O)=O)cc2)n[nH]c1=S | -5 | 1 | -2 | -1 | 7 | 1.5 | 12 | 10
O=S(=O)(c1cccc(C(F)(F)F)c1)N1CCN(c2cnccn2)CC1 | 12 | 13 | 2 | -6 | 17 | 1.2 | 4 | 4
OC(COCCC12CC3CC(CC(C3)C1)C2)CN1CCCCC1 (stereo not drawn) | 16 | 7 | 0 | 2 | 0 | -2.5 | -7 | -3
Cc1ccc(-c2noc(CN3CCC(C(N)=O)CC3)n2)cc1 | 16 | -12 | 2 | 1 | -1 | 3.6 | 16 | 12
OC(CNCC1COc2ccccc2O1)COc1ccccc1F (stereo not drawn) | 8 | 12 | -4 | -1 | -11 | -1.6 | 6 | 7
O=C(O)CC/C(=C\c1cc2c(cc1Br)OCO2)c1nc2ccccc2s1 | -8 | -2 | 2 | -3 | 6 | -0.4 | -7 | 30
Cc1ccccc1-c1nc(CS(=O)(=O)CC(=O)N2CCOCC2)c(C)o1 | -22 | -12 | -4 | 3 | 15 | -0.7 | -49 | -3
Cc1cccc(C(=O)Nc2ccc(NC(=O)c3ccccc3)cc2)c1 | 11 | -19 | -2 | -2 | 14 | 2.5 | -8 | 11
COC(=O)c1c(NC(=O)CN2CCN(c3ccccc3)CC2)c2c(C)cccc2n1C | 12 | 15 | 5 | 0 | -17 | 0.4 | 4 | 29
CCn1c(SCc2nc3cc(OC)c(OC)cc3c(=O)[nH]2)nc2ccccc21 | 13 | 11 | 1 | 0 | -23 | -0.1 | 11 | -2
CN(CC(=O)Nc1ccccc1[N+](=O)[O-])Cc1ccc(Br)cc1 | 2 | 1 | 2 | -3 | 4 | 0.2 | 7 | 1
Cc1ccccc1NC(=O)c1nn(C)c2c1CS(=O)(=O)c1ccccc1-2 | 3 | 2 | -3 | 1 | 9 | 0.0 | -1 | 8
CCOC(=O)N1CCN(C(=O)C2CCN(C(=O)c3cc4sccc4n3CC)CC2)CC1 | -32 | 1 | -2 | -4 | -2 | -0.9 | 8 | 12
CCOC(=O)c1c(NC(=O)Cn2nnc3ccccc32)sc2c1CCC(C)C2 (stereo not drawn) | 12 | -3 | -3 | 1 | -20 | -0.2 | -18 | 27
CCN(c1ccccc1)S(=O)(=O)c1cccc(C(=O)OCc2nc3sc(C)c(C)c3c(=O)[nH]2)c1 | -3 | 9 | -4 | -5 | 0 | -0.8 | -2 | 9
O=C(NCC(F)(F)F)Nc1ncccn1 | 6 | 3 | -2 | 0 | 24 | -1.1 | -17 | 7
Cc1noc(C)c1-c1csc(N2CCC(C(N)=O)CC2)n1 | -37 | 17 | 5 | -1 | 11 | 6.0 | -96 | 17
CCOC(=O)c1[nH]ncc1CN1CCC(Cc2ccccc2)(C(=O)OCC)CC1 | 23 | 10 | -1 | 1 | 2 | 0.5 | 17 | -13
COc1ccc(/C=C/C(=O)c2ccc[nH]2)c(OC)c1OC | 8 | -32 | 5 | -7 | -4 | 4.9 | -18 | 28
CCCC[C@@H]1CNC(=S)N1CCCc1cc(OC)c(OC)c(OC)c1 | -2 | 0 | -1 | 10 | 13 | -0.4 | -5 | 18
Cc1cc(CN2CCN(CCC#N)CC2)c(O)c(C2(C)CCCCC2)c1 | 7 | -1 | -2 | -2 | -2 | 2.0 | -16 | 26
COC(=O)CN1C(=O)[C@H]2[C@@H](c3ccc(C)o3)N3C(=O)CN(Cc4ccccn4)C(=O)[C@@]3(C)[C@H]2C1=O | 6 | -8 | -1 | 5 | 2 | 0.9 | 14 | -3
COC(=O)c1ccc(COC(=O)CNC(=O)c2ccco2)cc1 | 18 | 6 | 0 | -2 | 18 | -0.7 | 0 | 32

The order is random (roughly 5% active in at least one column).
